# GlmU inhibition = inhibition of mycobacterial GlmU enzyme – biochemical, glucosamine-1-phosphate acetyltransferase (AID 1376); M. tuberculosis GlmU acetyltransferase enzyme assay; higher % means a stronger effect; Bifunctional protein GlmU (Mycobacterium tuberculosis (strain ATCC 25618 / H37Rv)); 0.25% of 220,000 active; inhibition, %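 (tested at 30 µM in the primary screen)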; hits with a dose series show IC50 in µM; in the data active = inhibition above about 13%;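 note: 0% = complete reaction with vehicle and 100% = reaction without substrate; strong numbers were not always called active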
# RmlCD inh 1536 = M. tuberculosis RmlC/RmlD coupled enzyme inhibitors, primary screen, biochemical, compound mixtures, 384-well, from 1536-well plates. dTDP-4-dehydrorhamnose reductase (Mycobacterium tuberculosis (strain ATCC 25618 / H37Rv)) …. RmlC+RmlD coupled enzyme assay, percent inhibition; primary screen in compound mixtures. inhibition, % at 3.6 µM. 0.03% of 160,000 active. AID 1533, 2009; in the data active = inhibition mostly above about 34%, no sharp cut-off; note: some results filed as inactive read as strong as hits
# Target sequence (P9WH09 whole entry, looked up): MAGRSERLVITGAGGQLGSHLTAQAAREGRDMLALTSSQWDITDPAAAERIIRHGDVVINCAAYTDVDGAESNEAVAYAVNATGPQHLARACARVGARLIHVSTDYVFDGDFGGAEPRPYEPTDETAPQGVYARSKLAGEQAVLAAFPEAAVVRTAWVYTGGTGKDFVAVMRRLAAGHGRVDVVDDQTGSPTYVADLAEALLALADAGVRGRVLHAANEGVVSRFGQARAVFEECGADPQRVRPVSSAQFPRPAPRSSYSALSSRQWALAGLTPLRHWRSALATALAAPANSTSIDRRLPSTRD
# Target sequence (P9WH11 whole entry, looked up): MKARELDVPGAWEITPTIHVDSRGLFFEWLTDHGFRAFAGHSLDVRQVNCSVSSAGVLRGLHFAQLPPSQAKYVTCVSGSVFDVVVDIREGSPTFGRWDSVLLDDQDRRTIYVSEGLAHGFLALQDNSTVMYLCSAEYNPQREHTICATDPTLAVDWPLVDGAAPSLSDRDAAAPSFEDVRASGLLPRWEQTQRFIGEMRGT
# Numbers without * were called inactive; . = not tested or not shown.
Compound	GlmU inhibition	RmlCD inh 1536
Cc1ccc(Cn2nnc3c(=O)[nH]c(C4CCN(C(=O)c5cccs5)CC4)nc32)cc1	0.3%	-8
CCCC1CCc2c(sc(NC(=O)OCC)c2C#N)C1 (centres undefined)	-0.1%	.
COc1ccccc1-n1cnc2cc(NCc3ccccc3O)ccc21	1.0%	.
COc1cc(/C=C/C(=O)O)cc(S(=O)(=O)NCC2CCCO2)c1OC (centres undefined)	1.2%	-7
COc1ccc(S(=O)(=O)N(C)CC(=O)N2CCCCCC2)cc1OC	3.5%	3
COCCSc1ccccc1C(=O)Nc1ccc2c(c1)OCCO2	6.7%	.
O=C(NCc1ccco1)C1CCN(S(=O)(=O)Cc2ccccc2)CC1	1.2%	.
Cn1c(O)c(C=NCCCC(=O)O)c(=O)n(C)c1=O	7.1%	.

# Next structures follow.
Compound	GlmU inhibition	RmlCD inh 1536
COCCNc1nc(C)c(C(C)=O)s1	-3.1%	-4
O=C(O)C(Cl)(Cl)Cl	-3.7%	.
CC1CCCN(C(=O)c2ccc(COc3ccccc3Br)cc2)C1 (centres undefined)	0.5%	.
CNc1c([N+](=O)[O-])cnn1-c1cccc(Cl)n1	-2.2%	8
COc1ccccc1-n1c(SCC(N)=O)nc2sc3c(c2c1=O)CCC3	3.4%	14
CCOc1ccc(N2C(=O)CC(Sc3ncccn3)C2=O)cc1 (centres undefined)	1.3%	9
COc1ccc(N=Cc2sc3ccccc3c2Cl)cc1	-0.9%	-6
COc1ccc(C2OCC3(CO2)SC(=O)NC3=O)cc1 (centres undefined)	-0.3%	.

# The results go on:
Compound	GlmU inhibition	RmlCD inh 1536
Cc1ccc(NC(=O)CN(C)CC(=O)Nc2cccc(F)c2)cc1[N+](=O)[O-]	-4.9%	-12
Cc1ccc(CS/C(Nc2ccccc2C)=C(\C#N)C(=O)NCc2ccco2)c(C)c1	3.6%	.
CC1(C)CNc2cc(N)ccc2S1	-1.1%	2
COC(=O)CCC(=O)Nc1cccc([N+](=O)[O-])c1	-0.5%	3
CC(=O)OCc1c(C)cc(C)c(/C=C(/C#N)C(N)=O)c1C	-1.3%	.
CCCCn1nnc(NC(=O)c2ccc(-c3cccc([N+](=O)[O-])c3)o2)n1	-1.0%	4
Cc1cc(C)c(NC(=O)Cn2nnc(C(=O)NCc3cccs3)c2N)c(C)c1	0.6%	11
Cc1ccc(S(=O)(=O)Nc2ccc3c(c2)nc(CCN2CCOCC2)n3C)cc1	-6.7%	11

# The results go on.
Compound	GlmU inhibition	RmlCD inh 1536
Cn1nc(OC(=O)Nc2ccc(F)cc2)cc1C(F)(F)F	-2.3%	.
COc1ccc(CN2CCN(CC=C(C)C)C(CCO)C2)cc1Cn1cccn1 (centres undefined)	-7.9%	-9
COc1ccc(S(=O)(=O)NC2(C(F)(F)F)N=C3SCCN3C2=O)cc1 (centres undefined)	-5.5%	4
CCCS(=O)(=O)N1CCC(C(=O)NCCN2CCC(Cc3ccccc3)CC2)CC1	2.9%	24
COc1ccc(OC)c(C(=O)CSc2nnc(-c3cccs3)n2C)c1	2.3%	.
CCCc1c(NC(=O)Nc2ccc(F)cc2)cnn1-c1ccc(Cl)cc1	-1.3%	26
CCOCCCNc1nc2c(C)cccn2c(=O)c1/C=C1\SC(=S)N(C(C)CC)C1=O (centres undefined)	-1.9%	-10
CCOc1ccc(-c2cn(-c3cccc(SC)c3)c(=O)[nH]2)cc1	3.5%	-10

# (next part)
Compound	GlmU inhibition	RmlCD inh 1536
COc1ccc(N(C(=O)C(C)C)S(=O)(=O)c2cccc([N+](=O)[O-])c2)cc1	2.2%	-13
CC(=O)Nc1ccc(NC(=O)COC(=O)c2c3c(nc4ccccc24)CCN(Cc2ccccc2)C3)cc1	-7.5%	6
COc1ccc(CCC(=O)NCc2cn3ccccc3n2)cc1	-5.3%	-6
CCOc1ncccc1C(=O)N(C)CC1COc2ccccc2O1 (centres undefined)	-2.7%	.
CCOc1ccc(OCc2ccc(C(=O)O)o2)cc1	3.4%	-8
CN1CCN(S(=O)(=O)c2ccc3c(c2)OCCO3)CC1	0.2%	.
CC1(C)CC(=O)C2=C(C1)N(CC1CCCO1)C(=O)C2(NC(=O)c1cccnc1)C(F)(F)F (centres undefined)	6.6%	.
CCOC(=O)Cn1c2ccc(C)cc2c2nc(C)sc21	2.5%	6

# Continuation.
Compound	GlmU inhibition	RmlCD inh 1536
COC(=O)c1ccc(CSc2nnc(CNC(=O)COc3ccc(Cl)cc3)o2)o1	-2.3%	-1
CCCOC(=O)C(C)n1c(-c2ccccc2)nc2ccccc2c1=O (centres undefined)	.	7
CNc1nc(SC(C)C(=O)Nc2ccc(Cl)c(Cl)c2)nc(N2CCOCC2)n1 (centres undefined)	3.2%	2
CN1C(=O)N(C)C(=O)C2(Cc3cc(N)ccc3N3CCN(c4ccccc4F)CC32)C1=O (centres undefined)	4.0%	4
CCOC(=O)N1CCC(N2Cc3cccc(C(=O)Nc4ccc(F)cc4)c3C2=O)CC1	-0.2%	8
CCOC(=O)Cn1c(=O)oc2cc(S(=O)(=O)N(C)Cc3ccco3)ccc21	2.0%	.
CCOC(=O)C1(Cc2ccccc2C(F)(F)F)CCN(C(C)CCn2cccn2)CC1 (centres undefined)	5.9%	-14
COC(=O)c1ccccc1NC(=O)/C=C/c1cc(OC)c(OC)c(OC)c1	5.6%	-6

# Later entries
Compound	GlmU inhibition	RmlCD inh 1536
O=C(Oc1c(CN2CCOCC2)cc(Cl)c2cccnc12)c1ccccc1Cl	4.6%	-12
CC(C)NC(=O)c1ccccc1NC(=O)C(C)Oc1ccccc1 (centres undefined)	3.7%	12
Cc1cc(N=Nc2ccc(C)c(N=Nc3cc(C)c(N)cc3N)c2)c(N)cc1N	-2.4%	-3
CCOC(=O)c1c(N2C(=O)C3C4C=CC(C4)C3C2=O)sc2c1CCC(C)C2 (centres undefined)	1.7%	-5
CN(C)/C=N/C(=S)Nc1ccc(Cl)cc1Cl	-3.6%	15
O=C(c1cccc([N+](=O)[O-])c1)N1CCN(c2ccc(Cl)cc2)CC1	-4.4%	1
CC1Cc2ccccc2N1C(=O)C1CCCN(S(=O)(=O)c2cccc3nsnc23)C1 (centres undefined)	2.0%	.
CC(C)CC(NC=C1C(=O)OC(C)(C)OC1=O)C(=O)O (centres undefined)	-1.7%	2

# More entries follow.
Compound	GlmU inhibition	RmlCD inh 1536
COc1ccc(S(=O)(=O)NCCC(=O)NCc2ccc(F)cc2)cc1	4.3%	.
Nc1nc(CSC(=S)N2CCOCC2)nc(Nc2ccccc2)n1	4.9%	-1
COc1ccc(C2=NN(S(C)(=O)=O)C(c3ccc4nccnc4c3)C2)cc1 (centres undefined)	9.6%	3
O=C(Nc1cccc([N+](=O)[O-])c1)c1cnccn1	-2.6%	6
O=C1CSCN1c1cc(Cl)ccc1Cl	5.9%	9
CNC(=S)N1N=C(c2ccc(C)cc2)CC1c1ccc(N(C)C)cc1 (centres undefined)	6.3%	-7
Nc1nnnn1CC(=O)N/N=C/c1ccccn1	0.9%	6
CCOC(=O)N1CCC(NC(=O)C2=CCN(S(=O)(=O)c3ccc(OC)cc3)CC2)CC1	8.4%	21

# Going on with the list:
Compound	GlmU inhibition	RmlCD inh 1536
COc1ccc(CC(=O)Nc2cccc(C(=O)Nc3cccc(C)c3)c2)cc1	3.1%	.
CCC1C(=O)NCCN1Cc1nc(-c2ccc(C)s2)oc1C (centres undefined)	-1.8%	-3
Cc1nnc(SCC(=O)NC23CC4CC(CC(C4)C2)C3)n(N)c1=O	0.7%	2
COc1ccc(OCC(=O)NNC(=O)c2ccccn2)cc1	.	-13
Cc1nnc(-c2cnn(C)c2N)n1Cc1cccc(Cl)c1	2.0%	.
CSc1nnc(-c2cnccn2)n1CCCN1CCCC1=O	2.5%	.
O/N=C/c1ccccc1Oc1ccc(Cl)cc1	1.7%	-14
COCCSc1nc(N)c2c3c(sc2n1)CN(C)CC3	.	1

# Next part.
Compound	GlmU inhibition	RmlCD inh 1536
CC(=O)c1ccc(N2CCN(c3ccc(C(F)(F)F)cn3)CC2)cc1	5.3%	0
c1ccc(OCCOc2cccc3cccnc23)cc1	3.4%	.
O=C(O)C1CSC(c2ccc(O)c([N+](=O)[O-])c2)N1 (centres undefined)	-4.0%	13
CCCOC(=O)Nc1ccc([As](=O)(O)O)cc1NC(=O)OCCC	1.9%	-2
O=C(O)C1CCN(C(=O)COc2ccc3c4c(c(=O)oc3c2)CCC4)CC1	9.8%	-7
CCOC(=O)CSc1nc2ccccc2c(=O)n1Cc1ccco1	0.8%	.
CCCNC(=O)NC(=O)COC(=O)c1oc2ccc(OCC)cc2c1C	-2.4%	-10
O=S(=O)(/C=C/c1ccccc1)N1CCN(c2cccc(Cl)c2)CC1	-1.3%	4

# Later entries.
Compound	GlmU inhibition	RmlCD inh 1536
COc1cc(NC(=O)c2ccc3c(c2)OCO3)ccc1NC(=O)c1cccs1	-3.1%	1
Cc1cccc(OCC(=O)O/N=C(\N)c2ccccn2)c1C	7.1%	-3
CCN1CCN(C(=O)Cn2nc(-c3ccc(Cl)cc3)ccc2=O)CC1	-4.3%	7
O=C(/C=C/c1cc([N+](=O)[O-])ccc1OC(F)F)NCc1ccc(Cl)cc1	-1.9%	.
COc1cc2nc(=S)n3[nH]c(CCn4c(C)nc5ccccc54)nc3c2cc1OC	1.4%	-7
Cc1cccc(N2C(=O)C(O)=C(C(=O)c3cccs3)C2c2cccc(Oc3ccccc3)c2)n1 (centres undefined)	2.1%	2
CC(=O)N1CCc2cc(C(=O)CN3CCN(c4ccccn4)CC3)ccc21	-2.3%	8
COCCN(CC(=O)NCc1ccc2c(c1)OCO2)C(=O)CCC(=O)Nc1nccs1	0.6%	.

# An excerpt from above in order of count of non-hydrogen atoms, ascending:
Compound	GlmU inhibition	RmlCD inh 1536
O=C(/C=C/c1cc([N+](=O)[O-])ccc1OC(F)F)NCc1ccc(Cl)cc1	-1.9%	.
CC(=O)N1CCc2cc(C(=O)CN3CCN(c4ccccn4)CC3)ccc21	-2.3%	8
COc1cc(NC(=O)c2ccc3c(c2)OCO3)ccc1NC(=O)c1cccs1	-3.1%	1
COCCN(CC(=O)NCc1ccc2c(c1)OCO2)C(=O)CCC(=O)Nc1nccs1	0.6%	.
Cc1cccc(N2C(=O)C(O)=C(C(=O)c3cccs3)C2c2cccc(Oc3ccccc3)c2)n1 (centres undefined)	2.1%	2

# The list goes on:
Compound	GlmU inhibition	RmlCD inh 1536
CCc1nnc(NC(=O)CCC(=O)Nc2ccccc2)s1	-0.8%	.
CCn1cc(C(=O)Nc2sc(C)c(C)c2C(=O)OC)cn1	-2.4%	50
COc1ccc(/C=C/c2c(-c3cccc(C)c3)oc3ccc(N4CCOCC4)cc23)cc1	2.2%	.
Cc1ccc(CNC(=O)c2ccccc2NC(=O)CSc2nnnn2C)cc1	2.4%	.
CCOC(=O)N1CCN(S(=O)(=O)c2c(C)cc(C)cc2C)CC1	-4.2%	1
Cc1cccc(S(=O)(=O)NCCc2cn3ccccc3n2)c1	-3.3%	-9
O=C(c1ccccc1)c1ccc(OCCCCN2CCCCC2)cc1	-3.5%	-6
Oc1ccc(-c2csc(Nc3ncccn3)n2)cc1	0.9%	0

# Two consecutive compounds already listed:
Compound	GlmU inhibition	RmlCD inh 1536
CCc1nnc(NC(=O)CCC(=O)Nc2ccccc2)s1	-0.8%	.
CCn1cc(C(=O)Nc2sc(C)c(C)c2C(=O)OC)cn1	-2.4%	50

# Next part
Compound	GlmU inhibition	RmlCD inh 1536
O=C(N/N=C\c1cc([N+](=O)[O-])ccc1N1CCOCC1)c1ccccn1	0.8%	7
COc1cccc(CNC(=S)Nc2cc(OC)ccc2OC)c1	-3.1%	.
Cc1cc(/C=C2/SC(=O)N(CC(=O)OC(C)C)C2=O)c(C)n1C	-0.1%	0
CC1C2(C)OCC(C#N)(C(=N)O2)C1(C#N)C#N (centres undefined)	-2.3%	.
Cn1cc(C(=O)Nc2cccc(F)c2)cn1	-1.0%	7
CCC(C)(C#CCN1CCCCC1)OCCC#N (centres undefined)	3.8%	.
CCOc1ccc(NC(=O)CC2C(=O)N(c3ccc(OC)cc3)C(=O)N2Cc2ccc(OC)cc2)cc1 (centres undefined)	1.2%	-12
CCn1cc(C(=O)NCC2CCCO2)c(=O)c2cc(S(=O)(=O)N3CCC(C)CC3)ccc21 (centres undefined)	-5.2%	-11

# (cont.)
Compound	GlmU inhibition	RmlCD inh 1536
COc1cccc(-n2c(SCC(=O)NC3CCCC3)nnc2-c2ccco2)c1	3.1%	.
C=CCNc1nc2c(c(=O)n(C)c(=O)n2C)n1CCCCCC	9.0%	1
CCOC(=O)CON1C(=O)C(C)(C)N(OCC(=O)OCC)C(=O)C1(C)C	0.9%	-7
O=c1oc2cc(Br)ccc2n1CSC1=NCCS1	-0.6%	-8
COc1cc(-c2noc(C)n2)cc(OC)c1OC	3.5%	4
CC(C)(C)NC(=O)C1CCN(S(=O)(=O)c2ccc(Br)cc2)CC1	3.5%	6
C=CCC(C)(NCc1ccccc1)c1ccccc1 (centres undefined)	1.9%	12
CC1=C(C#N)C(Nc2cccc(C)n2)(C(F)(F)F)C(=O)N1 (centres undefined)	-4.5%	-11

# Following part
Compound	GlmU inhibition	RmlCD inh 1536
Nc1cc(S(=O)(=O)Nc2cc(Cl)ccc2Cl)ccc1N1CCCC1	1.0%	19
O=C(CSc1nnc(COc2ccccc2)o1)N1CCOCC1	6.2%	-3
COc1ccc(/C=C/C(=O)OCC(=O)Nc2cccc(Oc3ccccc3)c2)c(OC)c1	3.7%	8
COc1cc(O)c(C(CC(=O)N2CCCCC2)c2cc(OC)c(OC)c(OC)c2)c(OC)c1 (centres undefined)	-1.6%	.
CCC1CCCCN1Cc1nc2c(c(=O)n(C)c(=O)n2C)n1Cc1cccc2ccccc12 (centres undefined)	-2.6%	.

# This is a subset; the hit share may differ from the screen's.
